Assay outcomes deposited in PubChem by National Center for Advancing Translational Sciences (NCATS).
D3 antag: blocks the human D3 dopamine receptor; AID 652054; P35462; D3R cells, DiscoveRx beta-arrestin luminescence, antagonist mode; stronger effect = lower value; max response, negative = inhibition, %; 2.5% of 360,000 active; in the data active = max response below about -50%; inconclusive = no clear call, values can overlap the other calls; note: % is set by controls: 0 for no effect and ±100 for the full control effect; mostly tested at two doses, the higher about 12 µM
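Cells plated overnight at 1500 cells/well, then exposed to library compounds with dopamine controls for 90 minutes at 37 degrees C. DiscoveRx reagent added for 30–60 minutes at room temperature; luminescence read, quantitative HTS format.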
GLP-1R inv ag: acts as inverse agonist at human GLP-1 receptor | P43220 | HEK293 GLP-1R CRE-luciferase, luminescence, 24 h; GLP-1R form is constitutively active | Potency, µM (titrated, usually from 38.3 µM), inactives show at the top dose activity change, negative = inhibition, most hits filed as inhibitors | 1.6% of 410,000 active | AID 624417; note: potency is the fitted concentration of half-maximal effect; % is set by controls: 0 for no effect and ±100 for the full control effect; nearly all actives have a fitted effect of over 55% in size
Target sequence (P43220 whole entry, looked up): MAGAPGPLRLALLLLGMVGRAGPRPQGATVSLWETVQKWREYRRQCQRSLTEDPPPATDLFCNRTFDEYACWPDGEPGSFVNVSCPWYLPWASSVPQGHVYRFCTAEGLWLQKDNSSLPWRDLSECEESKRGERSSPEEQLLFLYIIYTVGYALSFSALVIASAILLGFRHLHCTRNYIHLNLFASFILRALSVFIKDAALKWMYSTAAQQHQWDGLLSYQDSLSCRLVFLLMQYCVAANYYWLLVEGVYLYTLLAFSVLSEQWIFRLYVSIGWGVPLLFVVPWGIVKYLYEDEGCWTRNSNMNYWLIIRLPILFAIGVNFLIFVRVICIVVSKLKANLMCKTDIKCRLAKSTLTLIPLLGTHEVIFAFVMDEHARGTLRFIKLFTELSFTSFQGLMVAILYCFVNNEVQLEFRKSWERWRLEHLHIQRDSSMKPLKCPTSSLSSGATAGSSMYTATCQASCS
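HEK293 cells stably co-expressing constitutively active GLP-1R and a cAMP-responsive luciferase reporter were seeded in DMEM with 10% Nu serum, given compounds after 12 h, and incubated 24 h at 37 deg C. Luminescence was then read.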
PTHR1 ag: PTHR1 (human) receptor agonism; Q03431; HEK293 GP2 PTHR1 cells, GloSensor cAMP luminescence, 1 h; Potency, µM (highest dose often 115 µM), for the others: at the highest dose activation, most hits filed as activators; 0.075% of 410,000 active; AID 743266; note: potency is the fitted concentration of half-maximal effect; nearly all actives have a fitted effect of over 55% in size; some results filed as inactive show a strong effect at the top dose; inactives centre near -15; many of its hits are not listed in these tables
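HEK-293-derived GP2 cells expressing PTHR1 and a GloSensor cAMP reporter, 3,000/well, plated overnight, given luciferin plus IBMX (each 0.5 mM as added) for 1 h at 37 °C, then compound for 1 h at 37 °C. Luminescence was read after 15 min at room temperature.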
aSyn rescue: inhibitors of alpha-synuclein toxicity in yeast. Yeast expressing alpha-synuclein, growth rescue, BacTiter-Glo, 24 h. Potency, µM (series often up to 46.1 µM), for the others: at the top dose growth rescue (activation), hits mostly activators. 0.14% of 370,000 active. AID 652106; note: potency is the fitted concentration of half-maximal effect; % of control where 0% means no effect; nearly all actives have a fitted effect of over 65% in size
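Screening used galactose-induced yeast with toxic alpha-synuclein levels, exposed to compound for 24 hr at 30 deg C. Cell growth, read with BacTiter-Glo luminescence, gave the measured signal.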
FUS suppressor: rescues growth of FUS-expressing yeast | S. cerevisiae FUS-expressing, growth rescue, OD600, 24 h | Potency, µM (series often up to 76.6 µM), inactives show at the top dose growth rescue (activation), usual class: activators | 0.24% of 390,000 active;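 note: potency is the fitted concentration of half-maximal effect; plate controls were DMSO vehicle for no effect and reference control for full effect; nearly all actives have a fitted effect of over 55% in size; some results filed as inactive show a strong effect at the top dose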
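Galactose (2%) drives FUS expression in yeast precultured in raffinose; seeding density OD 0.005. Test compounds incubated 24hr at 30C and 99% humidity before absorbance at 600 nm was measured.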
GLP-1R agonist: agonists of human GLP-1 receptor | P43220 | HEK293 GLP-1R CRE-luciferase, luminescence, 4-6 h; cells express a hypersensitive GLP-1R form | Potency, µM (top dose mostly 45.6 µM), for inactives: at the highest dose activation, actives largely listed as activators | 0.007% of 380,000 active | AID 624172; note: potency is the fitted concentration of half-maximal effect; % of control where 0% means no effect
Abeta yeast res: restores growth of yeast expressing A-beta42 peptide; Potency, µM (titrated, usually from 46.1 µM), for inactives: at the highest dose growth rescue, usual class: activators; 0.063% of 410,000 active; yeast expressing A-beta42, growth rescue, OD600, 48 h; response scale: 0% DMSO, 100% iron-clioquinol control; AID 1347071; note: potency is the fitted concentration of half-maximal effect; nearly all actives have a fitted effect of over 55% in size
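Yeast A-beta toxicity model in growth medium with pinned compounds, 48 h at 30 C; growth read as absorbance at 600 nm. Normalized to FeCl3/clioquinol equimolar mix (positive) and DMSO (negative).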
Akt phos inh: inhibitors of Akt phosphorylation. activity change, % for hits at 50 µM. Neuro2A IGF-stimulated pAkt S473 HTRF, 20 min; stronger effect = lower value. AID 651550. 0.32% of 360,000 active; in the data active = activity change below about -80%; inconclusive = mostly about -51% to -80%; note: % is set by controls: 0 for no effect and ±100 for the full control effect
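Single-point screen (50 µM final compound) in Neuro2A cells stimulated 20 min with 6 nM IGF at 37 deg C. After lysis, Ser473-phosphorylated Akt read by HTRF (ex 330 nm, em 615/665 nm) as the 665/615 ratio.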
TDP43 rescue: TDP-43 toxicity inhibition in yeast; Potency, µM (highest dose often 46.1 µM), inactives show at the top dose growth rescue (activation), usual class: activators; 1.8% of 410,000 active; AID 652104; TDP-43 expressing yeast growth rescue, BacTiter-Glo, 24 h; note: potency is the fitted concentration of half-maximal effect; % of control where 0% means no effect; nearly all actives have a fitted effect of over 50% in size
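Readout is BacTiter-Glo luminescence of cell growth, so inhibitors register as activators. TDP-43-expressing yeast at OD600=0.02 in galactose medium, after raffinose pregrowth to mid-log, were incubated with compound for 24 hr at 30 deg C.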
Starred values were filed as active, the others as inactive; i = inactive; ? = inconclusive; [ ] = dose if it differs, or a comment. Unless noted, calls come from the whole dose curve; as a rule, active = well fitted curve in the direction sought with a large enough effect; inconclusive = small, poorly fitted or top-dose-only effect, or another doubt; inactive = no such curve, though single readings can be large; an effect the other way counts as inactive or inconclusive.

(1) Cn1nc(C(=O)Nc2ccccc2)c2c1-c1ccccc1S(=O)(=O)C2
(2) COc1ccc(C(=O)NNC2=NS(=O)(=O)c3ccccc32)cc1OC
(3) COc1ccc(Br)cc1/C=N/N1CCN(Cc2ccccc2)CC1
(4) O=C(c1ccc([N+](=O)[O-])s1)N1CCN(c2ccc(C(F)(F)F)cn2)CC1
(5) CCOC(=O)C1CN(S(=O)(=O)c2ccc(Cl)cc2)c2cc(S(=O)(=O)CC)ccc2O1 (stereo unspecified)
(6) Cc1ncoc1C(=O)Nc1nccs1
(7) O=C(NNC(=O)c1ccc(Cl)c(Cl)c1)c1ccncc1
(8) COCCNC(=O)CCn1c(=O)oc2ccccc21

| entry no. | 1 | 2 | 3 | 4 | 5 | 6 | 7 | 8 |
| --- | --- | --- | --- | --- | --- | --- | --- | --- |
| D3 antag | 3 | 18 | 3 | -4 | -19 | -4 | -6 | 6 |
| GLP-1R inv ag | 9% | 5% | ? | -8% | 12% | 1% | -7% | 14% |
| PTHR1 ag | i | i | -24% | -13% | -6% | i | -15% | i |
| aSyn rescue | 0% | 3% | 7% | 5% | -1% | 2% | 2% | 1% |
| FUS suppressor | 8% | 21% | 2% | -5% | 18% | -11% | 31% | -12% |
| GLP-1R agonist | -2% | 0% | 21% | 5% | 9% | -8% | 4% | -7% |
| Abeta yeast res | 1% | -1% | 5% | 23% | 14% | 15% | 11% | -2% |
| Akt phos inh | i | i | i | i | i | i | i | -109%* |
| TDP43 rescue | 12% | -6% | -13%[1.82 µM] | -2% | -20%[9.22 µM] | -7% | 0% | -3% |

(9) CCOc1ccc(NC(=O)CN(C)C(=O)CC(NC(=O)c2ccccc2)c2ccccc2)cc1OCC (stereo unspecified)
(10) CCN1C(=O)N[C@@H](c2cccc(F)c2)C(C(C)=O)=C1C
(11) CCN1CCCC1CNS(=O)(=O)c1cc(Br)cc2c1N(C(=O)C1CC1)CC2 (stereo unspecified)
(12) CC(C)(C)c1ccc(C(=O)c2c[nH]c(C(=O)NCc3cccs3)c2)cc1
(13) N#Cc1ccccc1CSC1=NCCS1
(14) CC1CCC/C(=C\c2ccc(O)cc2)C1=O (stereo unspecified)
(15) c1ccc2c(-c3[nH]ncc3CNCCCn3ncc4ccccc43)cccc2c1
(16) COc1ccc(OCC(=O)Nc2cc(S(=O)(=O)N3CCCCC3)ccc2OC)cc1

| entry no. | 9 | 10 | 11 | 12 | 13 | 14 | 15 | 16 |
| --- | --- | --- | --- | --- | --- | --- | --- | --- |
| D3 antag | -1 | -4 | -12 | 37 | -11 | -11 | ? | 3 |
| GLP-1R inv ag | 41%[activator] | -17% | 7% | -13% | 5% | 33%[activator] | ? | 7% |
| PTHR1 ag | -3% | -18% | -46%[inhibitor] | i | i | -37%[inhibitor] | -8% | -18% |
| aSyn rescue | -4% | 3% | -3% | -13% | 6% | 8% | 0% | 0% |
| FUS suppressor | 30% | -4% | 30% | -11% | 2% | -4% | 26% | 11% |
| GLP-1R agonist | 21% | 9% | -4% | -1% | 2% | 2% | 8% | 0% |
| Abeta yeast res | 9% | 2% | -9% | -7% | -3% | -21% | -15% | -9% |
| Akt phos inh | i | i | i | i | i | i | i | i |
| TDP43 rescue | 3% | 4% | -10% | 3% | 29% | 29% | -6% | 9% |

An excerpt from above in order of length of the SMILES, ascending:
(13) N#Cc1ccccc1CSC1=NCCS1
(14) CC1CCC/C(=C\c2ccc(O)cc2)C1=O (stereo unspecified)
(15) c1ccc2c(-c3[nH]ncc3CNCCCn3ncc4ccccc43)cccc2c1
(11) CCN1CCCC1CNS(=O)(=O)c1cc(Br)cc2c1N(C(=O)C1CC1)CC2 (stereo unspecified)
(9) CCOc1ccc(NC(=O)CN(C)C(=O)CC(NC(=O)c2ccccc2)c2ccccc2)cc1OCC (stereo unspecified)

| entry no. | 13 | 14 | 15 | 11 | 9 |
| --- | --- | --- | --- | --- | --- |
| D3 antag | -11 | -11 | ? | -12 | -1 |
| GLP-1R inv ag | 5% | 33%[activator] | ? | 7% | 41%[activator] |
| PTHR1 ag | i | -37%[inhibitor] | -8% | -46%[inhibitor] | -3% |
| aSyn rescue | 6% | 8% | 0% | -3% | -4% |
| FUS suppressor | 2% | -4% | 26% | 30% | 30% |
| GLP-1R agonist | 2% | 2% | 8% | -4% | 21% |
| Abeta yeast res | -3% | -21% | -15% | -9% | 9% |
| Akt phos inh | i | i | i | i | i |
| TDP43 rescue | 29% | 29% | -6% | -10% | 3% |

More records:
(17) CSc1nc(N)n2nc(-c3ccccc3)cc2n1
(18) O=C(NC1CCCCC1)C(c1ccncc1)N(Cc1ccccc1)C(=O)c1ccc(-c2ccccc2)[nH]1 (stereo unspecified)
(19) O=C1c2cc(F)ccc2OC2(CCNCC2)C12CC(c1ccccc1)=NO2 (stereo unspecified)
(20) O=C(CCN1C(=O)c2ccc([N+](=O)[O-])cc2C1=O)Nc1ccc(O)cc1C(=O)O
(21) CCN(CC(=O)Nc1cc(Cl)ccc1C)C(=O)c1ccc2c(=O)n3c(nc2c1)CCC3

| entry no. | 17 | 18 | 19 | 20 | 21 |
| --- | --- | --- | --- | --- | --- |
| D3 antag | 14 | ? | 25 | -4 | -7 |
| GLP-1R inv ag | 0% | ? | ? | -5% | 6% |
| PTHR1 ag | -11% | i | -18% | i | -17% |
| aSyn rescue | -8% | 0% | 0% | 0% | -3% |
| FUS suppressor | 7% | ? | -1% | 29% | 11% |
| GLP-1R agonist | 21% | -14% | 5% | 0% | 0% |
| Abeta yeast res | 0% | 10% | 2% | -2% | 4% |
| Akt phos inh | i | i | i | i | i |
| TDP43 rescue | 0%[1.82 µM] | 1% | -13% | -2% | -7% |

This is a subset (hit frequency here may not be typical).
